Assay outcomes as filed in PubChem.
MC4R ag barr: MC4R agonists recruiting beta-arrestin, primary screen, cell-based, luminescence, agonist arm of biased-ligand search; U2OS MC4R beta-arrestin complementation; percent of melanotan II response, DMSO zero; activation, % at 8.9 µM; hit rate 0.98% among 360,000; AID 540308, 2011;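 active = activation above a per-plate cutoff, the mean activation of sample wells on that plate plus 3 SD, cut at about 8% in these data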
Target sequence (P32245 whole entry, looked up): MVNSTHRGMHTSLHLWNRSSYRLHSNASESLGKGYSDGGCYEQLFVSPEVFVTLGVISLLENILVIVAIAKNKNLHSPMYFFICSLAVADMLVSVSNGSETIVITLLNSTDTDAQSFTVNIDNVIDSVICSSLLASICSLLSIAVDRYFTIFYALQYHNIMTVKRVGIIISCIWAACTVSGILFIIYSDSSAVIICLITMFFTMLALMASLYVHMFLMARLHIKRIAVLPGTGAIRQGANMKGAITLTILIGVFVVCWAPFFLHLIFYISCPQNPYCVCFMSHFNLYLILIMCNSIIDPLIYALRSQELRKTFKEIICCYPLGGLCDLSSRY
Cardio protect: cardioprotection against H2O2-induced cell death, primary screen, uHTS, H9c2 cells, ATPLite luminescence; H9c2 cardiomyocytes, H2O2 injury protection, 2 h; protection from H2O2 cell death, % at 20 µM; hit rate 0.63% among 360,000; AID 588492, 2011;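 active = compounds giving at least 50% protection of heart cells from peroxide-induced death in the single-dose screen, raw or plate-pattern-corrected value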;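 note: 0% = DMSO wells with peroxide and 100% = DMSO wells without peroxide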
MC4R antag cAMP: MC4R antagonists of cAMP signaling, primary screen, cell-based, TR-FRET, antagonist arm of biased-ligand search. hit rate 0.48% among 360,000. inhibition, % at 6.5 µM. MC4R-expressing cells, MTII-stimulated cAMP, LANCE TR-FRET. Melanocortin receptor 4 (Homo sapiens), P32245;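 active = inhibition above its plate's cutoff, the mean of tested wells on that plate plus 3 SD, cut at about 29% in these data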;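 note: 0% = Melanotan II alone and 100% = Melanotan II plus saturating MCL0020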
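Material: human MC4R-expressing U2OS cells. Probe or stimulus: Melanotan II challenge. Dosing: 6.5 µM single dose. Times: 30-min compound, 1-h challenge, 1-h detection, room temperature. Technique: TR-FRET with Eu-cAMP and labeled anti-cAMP, 671 nm. Replication: singlicate.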
ABHD5 PLIN5 PPI: ABHD5-PLIN5 interaction inhibitors, primary screen, cell lysate, split luciferase complementation, luminescence; Perilipin-5 (Homo sapiens) + 1-acylglycerol-3-phosphate O-acyltransferase ABHD5 (Homo …; Split G. princeps luciferase complementation, 4 h; inhibition, % at 4 µM; hit rate 0.78% among 360,000;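 active = inhibition above the mean inhibition across every tested compound plus 3 SD, cut at about 22% in these data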;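 note: 0% = DMSO only wells and the 100% control is not disclosed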
iPSC survival up: enhancers of single-cell hiPSC survival, primary screen, ATPlite luminescence; 100% = ROCK inhibitor wells, 0% = DMSO; survival enhancement, % at 20 µM; hit rate 0.044% among 360,000; AID 602274, 2012; in the data active = survival enhancement above about 18%;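 note: cells exposed to compounds for 16 hours before the ATP read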
Granule exo inh: LAMP-1 surface exposure blockers, TALL-104 cells – cell-based, flow cytometry, MLPCN library, primary screen. AID 651702, 2012. inhibition, % at 10 µM. hit rate 0.66% among 360,000. TALL-104 LAMP-1 surface exposure; cells stimulated with thapsigargin and PMA;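 active = inhibition above about 55%, limit read from the data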
aDG glyco act: activators of alpha-DG glycosylation, primary screen, uHTS, Pro5-aDG cells, AlphaScreen; alpha-DG glycosylation AlphaScreen (IIH6); 0% Pro5, 100% B10-LARGE cell signal; activation, % at 10 µM; hit rate 0.22% among 360,000; AID 624168, 2012;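 active = activation of at least 8% versus controls, or a plate z-score of at least 8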;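 note: Pro5 are CHO cells carrying HIG-tagged alpha-DG that lacks glycosylation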
N-glyco inh: increase of ERlucT glycosylation luciferase signal, primary screen, N-linked glycosylation inhibitor project, D54 ERlucT cells, luminescence, set 2 | D54 ERlucT glycosylation luciferase reporter, 24 h; percent of 100 nM tunicamycin response | AID 588692, 2011 | reporter increase, % at 12.5 µM | hit rate 0.23% among 360,000;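 active = mean luciferase reporter signal, scaled so untreated is 0 and the glycosylation-blocking control 100, at or above a set limit in every replicate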;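 note: luciferase carries N-glycosylation sites so blocking glycosylation raises the light; 0% = median of neutral control wells and 100% = median of 100 nM tunicamycin wells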
ABCB6 inh MLPCN: ABCB6 transporter inhibitors, primary screen, K562-ABCB6 cells, flow cytometry, MLPCN library. AID 602162, 2011. K562-ABCB6 porphyrin accumulation, 1 h; active compounds read low. fluorescence ratio to DMSO, % at 10 µM. hit rate 0.19% among 360,000;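 active = fluorescence ratio to DMSO below 75%, the collection mean minus 3 SD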;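 note: signal is porphyrin accumulated inside mitochondria; 100% equals median channel fluorescence of DMSO control wells; lower ratio means ABCB6 inhibition with less porphyrin fluorescence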
m5-HT2A agonist: mouse Htr2a agonists via beta-arrestin recruitment, primary screen, cell-based, luminescence. hit rate 0.66% among 360,000. CHO-K1 mHTR2A beta-arrestin complementation; percent of 30 µM serotonin response. 5-hydroxytryptamine receptor 2A (Mus musculus), P35363. activation, % at 7.6 µM. AID 624169, 2012;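 active = activation above a run cutoff, the mean activation of all tested compounds plus 3 SD, cut at about 14% in these data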;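 note: 0% = plate median of compound wells and 100% = 30 µM serotonin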
Target sequence (P35363 whole entry, looked up): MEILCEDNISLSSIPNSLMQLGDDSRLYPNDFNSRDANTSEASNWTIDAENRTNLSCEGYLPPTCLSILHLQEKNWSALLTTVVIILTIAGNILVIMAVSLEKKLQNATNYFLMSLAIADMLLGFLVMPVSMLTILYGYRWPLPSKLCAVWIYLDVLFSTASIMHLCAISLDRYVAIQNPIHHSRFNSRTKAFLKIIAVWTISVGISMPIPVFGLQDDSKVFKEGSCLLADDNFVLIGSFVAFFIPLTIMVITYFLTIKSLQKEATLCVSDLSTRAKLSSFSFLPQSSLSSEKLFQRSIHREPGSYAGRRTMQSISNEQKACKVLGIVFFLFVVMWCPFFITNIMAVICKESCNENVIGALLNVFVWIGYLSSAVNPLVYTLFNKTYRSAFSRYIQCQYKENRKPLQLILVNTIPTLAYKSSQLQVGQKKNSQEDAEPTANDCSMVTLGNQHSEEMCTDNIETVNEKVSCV
An asterisk follows results filed as active; · = not tested or not shown. No enrichment for hits, and some 4.5% of all compounds hit somewhere here.

Fields – MC4R ag barr	Cardio protect	MC4R antag cAMP	ABHD5 PLIN5 PPI	iPSC survival up	Granule exo inh	aDG glyco act	N-glyco inh	ABCB6 inh MLPCN	m5-HT2A agonist
O=[N+]([O-])c1ccc(N2CCCCC2)c(Cl)c1N1CCCCC1
→ -0.7	-8	7	0	-1.3	-2	-0.3	-3	97	3
Cc1occc1C(=O)Nc1cc(S(=O)(=O)N2CCOCC2)ccc1OC(C)C
→ -0.4	5	-1	-6	1.4	-6	0.2	3	94	5
COc1ccc(CNCC(O)COc2cccc3c2OC(C)(C)C3)cc1 (stereo not drawn)
→ -2.1	-26	9	5	-0.4	3	0.9	-3	99	-9
O=C(Cn1cnc2ccccc2c1=O)Nc1ccc2c(c1)OCCO2
→ -2.5	-9	-1	-9	-0.8	-10	-0.1	-1	94	-2
O=C1CCCN1c1ccc(S(=O)(=O)NCc2ccco2)cc1
→ -1.5	3	-1	-1	-0.8	9	0.1	2	99	5
O=[N+]([O-])c1cccc(N=NNc2cccc([N+](=O)[O-])c2)c1
→ 2.8	-7	3	-6	1.5	-6	0.0	2	92	1
COc1ccc(NC(=O)CSc2nnc(C3CC3)n2C)cc1
→ -2.5	3	-3	0	1.2	-2	-0.3	2	104	-1
Cc1cc(C)nc(NC(=O)NC(=O)c2ccccc2)n1
→ -1.3	5	11	4	0.3	-4	-0.2	3	100	-5
CC(C)(C)c1ccccc1NC(=O)Cn1c(=O)cnc2ccccc21
→ 0.1	6	-4	-1	1.6	-1	-0.1	6	99	5
Cc1ccc(C(=O)Nc2ccccc2C(=O)N2CCCC2)cc1[N+](=O)[O-]
→ -1.1	1	25	3	-2.6	0	0.8	1	95	1
Cc1noc(NS(=O)(=O)c2ccc(N/C=C/C(=O)c3ccncc3)cc2)c1C
→ -0.7	-2	-6	-1	7.6	2	0.1	1	108	-1
O=C(COC(=O)CCC1CCCC1)Nc1cccc(S(=O)(=O)N2CCOCC2)c1
→ -0.3	-4	2	8	-0.5	-1	0.0	-1	102	1
COc1ccccc1C(=O)NC1CCCc2ccccc21 (stereo not drawn)
→ 0.8	-2	-7	2	0.1	-3	0.0	-2	102	-6
COc1ccc(C(C)=O)cc1CC1(C)C(=O)Nc2ccc(-c3ccccc3OC)cc21 (stereo not drawn)
→ 1.5	8	3	-1	9.5	9	-0.3	-3	88	9
COC(=O)c1cc(S(=O)(=O)N(C)C2CCCCC2)oc1C
→ 0.7	2	11	-2	-0.2	0	-0.1	-1	97	3
CCCCCOC(=O)CCN1C(=O)/C(=C2\SC(=S)N(CCC(=O)OCCCCC)C2=O)SC1=S
→ 0.3	2	10	4	0.0	8	-0.1	5	109	-5
O=C(Nc1ccccc1Oc1ccccc1)[C@@H]1O[C@H](CO)[C@H](O)[C@H](O)[C@H]1O
→ -1.3	-2	8	1	3.4	-3	-0.1	1	106	-8
COc1ccc([C@H]2N[C@]3(CCCN(Cc4ccc(C(F)(F)F)cc4)C3=O)[C@H]3C(=O)N(Cc4ccccc4)C(=O)[C@@H]23)cc1
→ -1.4	-1	-1	-9	0.7	1	0.0	-1	97	5
O=C(NCc1cccc(Cl)c1)c1cccc(C(F)(F)F)c1
→ 2.2	-3	12	0	2.9	-5	1.0	-3	100	-1
Cc1cccc(C)c1N1C(=O)c2ccccc2C1=O
→ -1.3	-3	0	-8	-0.2	4	-0.2	-1	102	-1
COC(=O)c1nc(NC(=O)c2ccccc2Br)n[nH]1
→ -0.9	4	5	-5	-2.4	3	-0.4	1	97	1
COCCCNCc1cc(C)n(-c2cc(S(=O)(=O)N3CCOCC3)ccc2N2CCCC2)c1C
→ -1.8	7	6	-10	-0.4	3	-0.1	-3	101	2
Cn1c(=O)oc2cc(S(=O)(=O)N3CCN(Cc4ccc5c(c4)OCO5)CC3)ccc21
→ 0.6	0	1	0	3.2	0	-0.1	-7	100	-3
CCNC(=O)NCCc1c[nH]c2ccc(Cl)cc12
→ -0.8	3	-1	0	-0.8	-3	0.4	1	99	-4
CCCCC(CC)C(=O)Nc1cc(C(=O)NCc2ccc(C)cc2)ccc1N1CCC2(CC1)CC(c1cccc(Br)c1)=NO2 (stereo not drawn)
→ 0.7	4	9	-1	0.5	4	-0.1	-3	95	-3
CCOC(=O)c1c(C)[nH]c(C)c1S(=O)(=O)NCCc1sccc1C
→ -3.2	-3	4	7	0.0	-6	-0.3	-1	101	1
Cc1ccc(NC(=O)CSc2nnc(CNC(=O)c3ccccc3F)o2)cc1
→ -1.0	0	-6	5	1.7	-3	0.0	2	99	0
O=C(Cn1nc(-c2ccccc2)c2ccccc2c1=O)NCCN1CCOCC1
→ -0.9	-4	4	9	-0.7	1	0.9	0	94	3
CCCn1nnc(NC(=S)NC(=O)C(C)(C)C)n1
→ -0.8	3	8	-6	0.5	-4	-0.3	2	102	2
COc1ccc(Cl)cc1NC(=O)CN(C)C(=O)C12CC3CC(CC(Cl)(C3)C1)C2
→ -0.6	-2	3	12	-0.5	0	0.2	-2	102	11
O=C(CSc1nc(C(F)(F)F)cc(=O)[nH]1)NCc1ccc2c(c1)OCO2
→ -4.0	9	-1	2	2.3	-9	0.0	1	94	0
CC(=O)N(NC(=O)c1ccccc1Cl)C1CC(=O)N(c2ccc(C)cc2)C1=O (stereo not drawn)
→ 1.5	1	5	2	-0.8	-2	-0.2	1	91	1
Cc1cc(=O)oc2cc(OC(=O)CCCCCN3C(=O)c4ccccc4C3=O)ccc12
→ -0.4	39	11	0	0.2	-4	-0.1	0	104	0
COc1cccc(OC)c1C(=O)N1CCNCC1
→ 0.9	2	10	-8	-0.9	4	0.2	2	98	-4
CC1CCN(S(=O)(=O)c2cccc(C(=O)NC3CCS(=O)(=O)C3)c2)CC1 (stereo not drawn)
→ -0.2	3	5	-4	0.4	-8	-0.1	-1	101	0
COc1ccc(OCc2nnc(SCC(=O)Nc3ccc(C)cc3)o2)cc1
→ 3.2	-3	-2	-1	-0.1	-4	-0.2	2	90	2
O=C(Nc1ccc2c(c1)OCCO2)c1ccccc1F
→ -0.9	-33	12	2	-2.0	-2	0.0	-10	94	6
CCOC(=O)N1CCC(N2CCN(S(=O)(=O)c3ccc(Cl)cc3)CC2)CC1
→ -1.4	4	6	-1	-0.6	2	0.3	1	97	1
CC[C@]1(c2ccccc2OC)C(=O)N(C(=O)OC)N1C(=O)OC
→ 3.9	16	5	0	-2.2	1	0.0	-4	97	-3
Cc1ccc(-c2nnc(N3CCN(C(=O)CN4CCOCC4)CC3)c3ccccc23)cc1
→ -2.0	1	1	1	-0.8	10	-0.1	-2	99	-3
O=C(Nc1c(-c2ccc3c(c2)OCO3)[nH][nH]c1=O)c1ccc2c(c1)OCO2
→ ·	-3	·	-42	3.7	-2	-0.1	2	93	0
Cc1c(CN(C)CCc2ccccc2)c(=O)n(-c2ccccc2)n1C
→ 0.0	-3	-3	4	0.3	-6	0.0	1	95	-2
CCc1cc(=O)oc2c(C)c(OCC(=O)NCCCN3CCCC3=O)ccc12
→ -0.3	1	-4	4	-0.3	1	0.0	-2	90	2
COC(=O)C1=C(C(=O)OC)[C@@H]2N(C)c3ccc(OC)cc3[C@@]23C[C@@H](C(=O)OC)N(C(=O)c2ccco2)C3=N1
→ -1.6	7	8	1	6.7	0	0.0	5	91	2
O=c1/c(=C\c2cccn2-c2ccccc2)sc2nc3ccccc3n12
→ -2.4	4	1	5	-0.1	-2	-0.2	-2	97	-5
Fc1ccc(NC(=S)Nc2cccnc2)c(Cl)c1
→ -3.6	-8	4	-11	-0.7	0	-0.1	2	98	-2
CCCCn1c(N)c(N(CCOC)C(=O)C2CCN(C(=O)c3ccccc3C)CC2)c(=O)[nH]c1=O
→ -1.6	-4	1	13	0.3	-1	-0.1	3	104	7
NC(=S)Nc1cccc2[nH]ncc12
→ -2.9	1	5	-4	-0.3	2	-0.2	-1	94	2
CCc1cc2c(=O)oc(-c3ccc(F)cc3)nc2s1
→ 0.5	-9	9	2	0.6	-5	-0.1	-1	87	0
COc1cc2nc(N(CCCN(C)C)C(=O)c3ccc(C(=O)c4ccccc4)cc3)sc2cc1OC
→ -2.1	-2	-2	16	-0.5	16	1.1	-8	98	-8
CCOc1ccc(C(=O)N[C@H](C(=O)Nc2ccc(OC)c(S(=O)(=O)N3CCOCC3)c2)C(C)C)cc1
→ 3.1	6	-1	6	-1.1	-4	-0.1	0	73*	0
CCN(CC(=O)Nc1cccc(OC)c1)C(=O)C1CC(=O)N(Cc2ccccc2Cl)C1 (stereo not drawn)
→ -1.8	-2	6	2	-0.3	2	0.0	2	96	-1
Cc1ccc2nc(Cl)c(/C=N/NC(=O)[C@H]3C[C@@H]3c3ccccc3)cc2c1
→ 1.0	-4	22	-11	-0.4	0	-0.1	-1	97	3
COc1ccc(CCNC(=O)CNCC2CCCO2)cc1OC (stereo not drawn)
→ -0.7	0	-1	-14	3.1	6	0.3	1	106	0
CC(C)C(=O)Nc1ccc(C(=O)NCc2cccnc2)cc1
→ -1.1	9	4	2	4.1	-3	0.8	-2	89	-2
Cc1nn(-c2ccccc2)c(-c2ccccc2[N+](=O)[O-])c1C(=O)O
→ 3.1	1	25	2	-0.7	6	-0.1	-1	98	2
COc1ccc(C(=O)Nc2ccnn2C2CCN(Cc3cn(C)nc3C)CC2)cc1
→ 0.5	-4	-2	-2	0.9	1	-0.1	5	113	-3
O=C(O)CCCC(=O)Nc1ccc2c(c1)oc1ccccc12
→ 0.1	4	27	-3	0.6	-1	-0.1	1	100	5
Cc1ccc(C(C)C)cc1OCCn1cncn1
→ 0.6	4	3	0	-0.2	-7	0.0	0	100	3
COc1ccc(CN2CC(C(=O)NCCCOC(C)C)CC2=O)cc1 (stereo not drawn)
→ -1.7	2	0	-1	0.8	-3	2.4	3	78	-1
NC(=O)NC1NC(=O)NC1=O (stereo not drawn)
→ -2.2	-3	10	5	-2.3	8	-0.1	1	95	4
Nc1nnc(COc2ccccc2)s1
→ -0.5	6	-6	-7	1.5	8	-0.3	-2	126	3
